# D3 antag: blocks the human D3 dopamine receptor. P35462. D3R cells, DiscoveRx beta-arrestin luminescence, antagonist mode; stronger effect = lower value. max response, negative = inhibition, %. 360,000 tested, 2.5% active. AID 652054; in the data active = max response below about -50%; inconclusive = no clear call, values can overlap the other calls; also: % is scaled to controls: 0 for no effect and ±100 for the full control effect; mostly tested at two doses, the higher about 12 µM
# Target sequence (P35462 whole entry, looked up): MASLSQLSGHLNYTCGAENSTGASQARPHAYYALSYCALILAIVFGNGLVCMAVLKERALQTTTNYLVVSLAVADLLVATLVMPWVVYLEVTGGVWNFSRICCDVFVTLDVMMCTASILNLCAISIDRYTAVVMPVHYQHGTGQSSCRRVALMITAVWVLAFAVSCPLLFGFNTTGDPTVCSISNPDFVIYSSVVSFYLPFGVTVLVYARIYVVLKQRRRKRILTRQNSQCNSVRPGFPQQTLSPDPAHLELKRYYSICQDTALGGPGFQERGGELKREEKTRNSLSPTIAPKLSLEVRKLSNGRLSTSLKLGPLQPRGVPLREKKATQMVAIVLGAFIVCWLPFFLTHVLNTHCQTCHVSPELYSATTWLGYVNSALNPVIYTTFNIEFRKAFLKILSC
#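 Cells plated overnight at 1500 cells/well, then exposed to library compounds with dopamine controls for 90 minutes at 37 degrees C. DiscoveRx reagent added for 30–60 minutes at room temperature; luminescence read, quantitative HTS format.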
# D3 ag: agonists of human D3 dopamine receptor; AID 652048; D3R DiscoveRx beta-arrestin cells, luminescence, 90 min; P35462; max activation, %; 410,000 tested, 0.58% active; in the data active = max activation above about 30%; also: 0% is about no effect; mostly tested at two doses, the higher about 12 µM
#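 Agonist-mode cell screen: cells plated at 1500/well and incubated overnight at 37 °C, then exposed to library compounds for 90 min at 37 °C. Detection reagent was added for 30–60 min at room temperature, and luminescence was read.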
# GLP1R ag: agonists of human GLP-1 receptor; 380,000 tested, 0.007% active; HEK293 GLP-1R CRE-luciferase, luminescence, 4-6 h; cells express a hypersensitive GLP-1R form; P43220; Potency, µM (highest dose often 45.6 µM), inactives show at the highest dose activation, usual class: activators; also: potency is read from the fitted curve at half-maximal effect; % of control where 0% means no effect
# Target sequence (P43220 whole entry, looked up): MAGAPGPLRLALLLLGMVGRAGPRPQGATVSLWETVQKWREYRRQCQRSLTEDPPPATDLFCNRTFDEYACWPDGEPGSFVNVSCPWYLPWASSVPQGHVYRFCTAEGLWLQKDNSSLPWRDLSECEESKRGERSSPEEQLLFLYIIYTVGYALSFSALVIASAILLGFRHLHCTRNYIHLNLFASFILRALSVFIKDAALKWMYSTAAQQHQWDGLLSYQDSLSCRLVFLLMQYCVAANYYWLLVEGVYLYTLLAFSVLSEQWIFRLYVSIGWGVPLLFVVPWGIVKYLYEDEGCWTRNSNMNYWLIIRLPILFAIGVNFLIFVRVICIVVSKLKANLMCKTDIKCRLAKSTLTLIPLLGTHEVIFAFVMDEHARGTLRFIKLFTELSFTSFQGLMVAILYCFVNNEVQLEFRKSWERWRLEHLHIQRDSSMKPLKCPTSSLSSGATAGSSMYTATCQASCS
# PTHR1 agonist: agonists of human PTHR1 parathyroid hormone receptor | Q03431 | HEK293 GP2 PTHR1 cells, GloSensor cAMP luminescence, 1 h | Potency, µM (series often up to 115 µM), without a hit: at the highest dose activation, usual class: activators | 410,000 tested, 0.075% active; also: potency is read from the fitted curve at half-maximal effect; nearly all actives have a fitted effect of over 55% in size; some results filed as inactive show a strong effect at the top dose; inactives centre near -15; many of its hits are not listed in these tables
#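 HEK-293-derived GP2 cells expressing PTHR1 and a GloSensor cAMP reporter, 3,000/well, plated overnight, given luciferin plus IBMX (each 0.5 mM as added) for 1 h at 37 °C, then compound for 1 h at 37 °C. Luminescence was read after 15 min at room temperature.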
# TDP43 rescue: inhibitors of TDP-43 toxicity in yeast; AID 652104; 410,000 tested, 1.8% active; Potency, µM (doses to about 46.1 µM), without a hit: at the highest dose growth rescue (activation), usual class: activators; TDP-43 expressing yeast growth rescue, BacTiter-Glo, 24 h; also: potency is read from the fitted curve at half-maximal effect; % of control where 0% means no effect; nearly all actives have a fitted effect of over 50% in size
#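 Yeast expressing TDP-43 (pregrown in raffinose, seeded at OD600=0.02 in galactose medium) exposed to compounds 24 hr at 30 deg C. Growth read by BacTiter-Glo luminescence; rescue of toxicity appears as increased signal.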
# GLP1R inv ag: GLP-1 receptor (human) inverse agonism; AID 624417; Potency, µM (highest dose often 38.3 µM), without a hit: top-dose activity change, negative = inhibition, hits mostly inhibitors; HEK293 GLP-1R CRE-luciferase, luminescence, 24 h; GLP-1R form is constitutively active; 410,000 tested, 1.6% active; P43220; also: potency is read from the fitted curve at half-maximal effect; % is scaled to controls: 0 for no effect and ±100 for the full control effect; nearly all actives have a fitted effect of over 55% in size
#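 GLP-1R inverse agonism mode: basal reporter luminescence in engineered HEK293 cells measured after one day of compound exposure at 37 deg C, with a 12 min room-temperature detection step.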
# KB-V1 MDR tox: kills drug-selected multidrug resistant KB-V1 cells | KB-V1 MDR cells viability, CellTiter-Glo, 72 h | Potency, µM (doses to about 46.1 µM), for the others: top-dose activity change, negative = cytotoxicity, hits mostly cytotoxic | 400,000 tested, 3.4% active | AID 1347076; also: potency is read from the fitted curve at half-maximal effect; % is scaled to controls: 0 for no effect and ±100 for the full control effect; nearly all actives have a fitted effect of over 60% in size
#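 Drug-selected KB-V1 cells, grown in DMEM lacking phenol red with 10% FBS, receive compound titrations; after three days at 37 degrees C, surviving cell ATP is quantified by CellTiter-Glo luminescence and responses normalized and curve-fitted.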
# aSyn yeast inh: rescues yeast growth from alpha-synuclein toxicity | Yeast expressing alpha-synuclein, growth rescue, BacTiter-Glo, 24 h | Potency, µM (doses to about 46.1 µM), for the others: top-dose growth rescue (activation), actives largely listed as activators | 370,000 tested, 0.14% active; also: potency is read from the fitted curve at half-maximal effect; % of control where 0% means no effect; nearly all actives have a fitted effect of over 65% in size
#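 Readout is rescue of growth in alpha-synuclein-expressing yeast, so inhibitors of toxicity appear as activators. Growth after 24 hr at 30 deg C in galactose medium is quantified by luminescence.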
# HEK293 tox: cytotoxic in the GLP-1 receptor inverse agonist counter-screen | AID 624418 | Potency, µM (doses to about 38.3 µM), for inactives: at the highest dose activity change, negative = inhibition, actives largely listed as inhibitors | 410,000 tested, 0.13% active | HEK293 cAMP-luciferase reporter cells, luminescence, 24 h;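 also: loss of luciferase light is scored as toxicity; potency is read from the fitted curve at half-maximal effect; % is scaled to controls: 0 for no effect and ±100 for the full control effect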
#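 Step one: seed cells (200 cells/uL, DMEM with 10% Nu serum, 1% pen-strep). Step two: 12-hour incubation at 37 deg C. Step three: pin 23 nL compound, incubate 24 hr. Step four: add luciferase reagent, read luminescence 12 min later.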
# Starred values were filed as active, the others as inactive; i = inactive; ? = inconclusive; · = no result given; & = joins results of further samples; [ ] = remark or other dose. Unless noted, calls follow the shape of the dose curve; as a rule, active = well fitted curve in the direction sought with a large enough effect; inconclusive = small, poorly fitted or top-dose-only effect, or another doubt; inactive = no such curve, though single readings can be large; an effect the other way counts as inactive or inconclusive.
# The opening 4 compounds as a preview:
SMILES,D3 antag,D3 ag,GLP1R ag,PTHR1 agonist,TDP43 rescue,GLP1R inv ag,KB-V1 MDR tox,aSyn yeast inh,HEK293 tox
COCCn1c(C)cc(C(=O)COC(=O)CNC(=O)c2ccco2)c1C,-12,0,-5%,?,-10%,7%,?,-7%,5%
CN(C(=O)c1c[nH]c(=O)cc1C(F)(F)F)c1ccc(Cl)c(Cl)c1,1,6,16%,i,3%,-9%,8%,1%,-1%
CCOc1ccccc1N(C(=O)CNS(=O)(=O)c1ccccc1)C(CC)C(=O)NCc1ccco1 (stereo not given),-21,-11,-1%,22%[57.5 µM],-26%,-2%,?,5%,8%
O=C(O)c1cccc2c1Cc1cc(Cl)ccc1-2,3,5,-2%,i,?,23%,-12%,1%,3%

# Main list, repeating the preview:
SMILES,D3 antag,D3 ag,GLP1R ag,PTHR1 agonist,TDP43 rescue,GLP1R inv ag,KB-V1 MDR tox,aSyn yeast inh,HEK293 tox
COCCn1c(C)cc(C(=O)COC(=O)CNC(=O)c2ccco2)c1C,-12,0,-5%,?,-10%,7%,?,-7%,5%
CN(C(=O)c1c[nH]c(=O)cc1C(F)(F)F)c1ccc(Cl)c(Cl)c1,1,6,16%,i,3%,-9%,8%,1%,-1%
CCOc1ccccc1N(C(=O)CNS(=O)(=O)c1ccccc1)C(CC)C(=O)NCc1ccco1 (stereo not given),-21,-11,-1%,22%[57.5 µM],-26%,-2%,?,5%,8%
O=C(O)c1cccc2c1Cc1cc(Cl)ccc1-2,3,5,-2%,i,?,23%,-12%,1%,3%
COc1ccc(CN(CC2CCC(C(=O)O)CC2)C(=S)Nc2cc(C)cc(C)c2)cc1 (stereo not given),0,-3,4%,?,-16%[0.397 µM],-27%,-17%,2%,11%
COc1ccccc1CCNC(=O)Nc1cccc([N+](=O)[O-])c1,9,-7,9%,-24%,-22%[0.397 µM],?,-32%,-2%,-14%
COc1cc2c(cc1OC)C(c1ccc(-c3ccc(Cl)c(Cl)c3)o1)=NCC2,49,6,?,-21%,8%,0%,?,-10%&-16%,3%
O=C(COC(=O)c1ccccn1)NCc1ccc(Cl)cc1Cl,12,1,2%,-21%,0%,17%,?,4%,8%
CCOc1ccc(Cc2nnc(SCC(=O)Nc3ccc(OC)cc3)n(N)c2=O)cc1,9,2,5%,-23%,-15%,8%,-29%,-5%,-1%
Cc1cc(/C=C2\SC(=S)NC2=O)c(C)n1-c1ccc(O)cc1,19,-4,4%,-28%,7%,45%[activator],19%,7%,-19%
CC1=C(C(=O)OCc2ccc3c(c2)OCO3)C(c2ccc(Cl)cc2)NC(=O)N1 (stereo not given),-24,-15,-4%,i,-1%,-8%,12µM*,16%,-31%
Cc1cccnc1NC(=O)CCc1nnc2ccc(N3CCC4(CC3)OCCO4)nn12,6,4,9%,i,9%,3%,27%,1%,3%
CCN1C(=O)[C@H]2[C@@H](c3ccc(-c4ccc(OC)cc4)c(OC)c3)N3CCCC[C@@]3(C(=O)OC)[C@H]2C1=O,-24,0,-3%,-10%,12%,?,?,?,4%
O=C1C2C3C=CC(CC3)C2C(=O)N1/N=C/c1ccccc1O (stereo not given),-65*,2,?,i,-15%,0%,14%,0%,?
Cc1ccc(N(CC(=O)NCc2ccc3c(c2)OCO3)C(=O)CCC(=O)Nc2ccccn2)cc1,-17,-13,4%,-21%,-13%,-10%,-28%,2%,2%
COc1cccc(C(=O)C2CCCN(C(=O)c3cccc(C#CC(C)(C)O)c3)C2)c1 (stereo not given),-15,2,9%,-42%[inhibitor],-10%,-4%,-28%,-2%,0%
O=C(/C=C\c1ccco1)Nc1nc(-c2ccccc2)cs1,-2,-3,-12%,-6%,16%,13%,?,-23%,3%
COc1cc2c(cc1OC)C(NC(=O)c1ccc(C)cc1)CC2=O (stereo not given),1,0,-1%,i,5%,4%,8%,11%,4%
CCNC(=O)C1(C)CCCN(Cc2csc(-c3ccc(Cl)cc3)n2)C1 (stereo not given),-20,-14,-1%,-16%,16%,-82%,-28%,1%,-9%
Cc1c(NC(=O)c2cccc(NC(=O)COc3cccc(Br)c3)c2)c(=O)n(-c2ccccc2)n1C,-7,-9,8%,-33%[inhibitor],-1%,-25%,1%,0%[1.84 µM],-40%
CC(=O)c1ccc(-n2c(SCC(=O)c3c[nH]c4ccccc34)nc3ccccc3c2=O)cc1,41,0,9%,-22%,16%,-29%,0%,6%,?
CCOc1ccc(CN2CCN(Cc3ccsc3)C(CCO)C2)cc1CO (stereo not given),11,-14,0%,i,-3%[0.397 µM],-24%,-8%,4%,-10%
O=C(NCc1ccc2c(c1)OCO2)C1CCCN1C(=O)Nc1ccc(F)cc1 (stereo not given),-15,1,3%,i,8%,5%,?,2%,0%
COc1ccccc1-c1n[nH]nc1C1=CC(=O)CC(C)(C)C1,2,-1,2%,-19%,0%,-12%,10%,?,-4%
CC1(C)Nc2cccc3cccc(c23)N1,7,5,5%,-2%,?,79%[activator],22%,-8%,-12%
COc1ccc(CN(C)C[C@@H]2OCCCC[C@@H](C)Oc3ccc(N(C)C)cc3C(=O)N([C@H](C)CO)C[C@@H]2C)cc1,-15,5,-6%,-16%,25%,-2%,8%,3%,?
COc1cccc(CNC(=O)CCNC(=O)N2CCn3c2nc2ccccc23)c1,3,-4,10%,i,6%,-20%,0%,-3%,-10%
c1cnc2c(Oc3ncnc4sccc34)cccc2c1,2,0,0%,i,21%,8%,?,11%,-3%
CC(C)NC1=C(Cl)C(=O)c2ccccc2C1=O,-5,-2,11%,-36%[inhibitor][57.5 µM],?,0%,12%,-2%,5.6µM*
COc1cccc(OCC(=O)NN=C2c3ccccc3-c3ccccc32)c1,17,8,1%,-18%[57.5 µM],-16%,0%,4%,0%,?
Cn1cc(-c2ccno2)c(C(=O)O)n1,-2,-2,0%,-25%,1%,8%,9%,0%,7%
CC1(C(=O)NC2CCCC2)CCC(=O)N1Cc1ccc2c(c1)OCO2 (stereo not given),24,-4,8%,-2%[57.5 µM],-11%,12%,10%,-2%,-10%
CN(C)c1cccc(NC(=O)c2ccc(-c3ccc(F)c(F)c3)c3ccoc23)c1,-1,2,2%,-6%,?,?,-2%,-8%,-26%
Cc1ccc(N(CC(=O)O)S(C)(=O)=O)cc1,-4,5,1%,i,-11%,2%,-2%,0%,-3%
CC(=O)N1CCOc2ccc(S(=O)(=O)NCC3CCC(C(=O)Nc4ncccc4C)CC3)cc21 (stereo not given),5,9,-1%,i,-14%,36%[activator],0%,2%,-13%
CNC(=S)NC1CC2CCCC(C1)N2Cc1ccco1 (stereo not given),-10,-30,12%,-12%[57.5 µM],-8%,0%,-1%,-4%,-8%
O=C(NNC(=O)c1cc(S(=O)(=O)N2CCOCC2)c(Cl)cc1Cl)c1ccccc1F,-7,-1,10%,-24%,-16%,-3%,-1%,-8%,4%
Cc1ccc(C)c(OCc2nnc(SCC(=O)NC(=O)NCc3ccco3)o2)c1,5,3,11%,-9%,12%,0%,-4%,-3%,13%
CC(C)(C)c1ccc(OCCCCCCN2CCNCC2)cc1,-14,-13,6%,i,4%,4µM*,?,-22%,?
O=C(c1cc(-c2cccs2)nc2ccccc12)N1CCN(S(=O)(=O)c2ccccc2)CC1,29,10,-13%,-29%[57.5 µM],-14%,-9%,?,4%,0%
CC1CCCN(c2c([N+](=O)[O-])cc(C(=O)O)cc2[N+](=O)[O-])C1 (stereo not given),-8,-1,-5%,i,?,?,14%,-14%,-13%
O=C(C(Cc1ccc(Cl)cc1)NS(=O)(=O)c1ccccc1)N1CC[C@@]2(O)CCCC[C@H]2C1 (stereo not given in full),0,-8,3%,i,-4%,?,-6%,10%,-19%
Cc1cccc(C)c1NC(=O)Cn1c(=O)n(CCCS(=O)(=O)C2CCCCC2)c(=O)c2ccccc21,·,9,0%,-37%[inhibitor],10%,11%,-11%,·,-4%
CCOc1ccc(NC(=O)CC2C(=O)N(c3ccccc3)C(=O)N2C2CCCCC2)cc1 (stereo not given),·,2,·,-2%,2%,-29%,-1%,·,-6%
O=C(/C=C/c1cccc([N+](=O)[O-])c1)OCC1CCCO1 (stereo not given),3,3,8%,-1%,?,3%,-1%,-9%,-8%
CCOC(=O)CSC1=C(C#N)C(c2ccccc2Cl)C(C(=O)OC)C(=O)N1 (stereo not given),?,-4,-1%,-43%[inhibitor][57.5 µM],-11%,-5%,-2%,-3%,0%
C[C@H](O)[C@@H]1C(=O)N2CCc3c([nH]c4ccccc34)[C@@H]2C[C@@H]1N(C)C(=O)NC1CCCCC1,-25,-10,4%,13%,?,-10%,0%,-1%,62%[activator]
CC(=O)N1c2ccc(S(=O)(=O)N3CCC(C(=O)NCCc4ccc(Cl)cc4)CC3)cc2CC1C (stereo not given),-8,3,6%,-27%,-13%,?,?,-4%,-3%
Cc1nn(C)cc1/C=C1\CCC/C(=C\c2cn(C)nc2C)C1=O,3,1,15%,i,15%,14%,-28%,-10%,-12%
COc1ccc([C@H]2CN(Cc3ccccc3)C(=O)[C@@H]2CC(=O)Nc2ccccc2)cc1,?,-11,-6%,-7%,6%,?,?,4%,-1%
COc1ccc(/C=C/C(=O)OCC(=O)c2c[nH]c3ccccc23)cc1,4,0,-2%,-14%,24%,15%,0%,10%,2%
COc1ccc(-c2nc(CN3CCC(C(=O)N4CCc5ccccc54)CC3)c(C)o2)cc1OC,-1,-16,10%,-23%,-9%,-8%,0%,0%,2%
CC(C)n1cnnc1SCC(=O)Nc1ccc(N2CCCCC2)cc1,4,2,5%,i,-16%,0%,1%,2%,-11%
Cc1nc(C(F)(F)F)ccc1C(=O)N1CCC1(C)C(=O)NS(=O)(=O)c1cccc(Cl)c1 (stereo not given),0,3,0%,-23%,7%,-22%,17%,0%,-2%

# A portion of the library; rates above refer to the full screens.
